High-throughput results: PubChem, several laboratories
ABCB6 inh 2 = inhibitors of human ABC transporter ABCB6; Q9NP58; K562-ABCB6 porphyrin accumulation, flow cytometry, 1 h; stronger effect = lower value; fluorescence ratio to DMSO, % at 10 µM; hit rate 0.19% among 360,000; AID 602162;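 active means fluorescence ratio to DMSO below 75%, the collection mean minus 3 SD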;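 further: signal is porphyrin accumulated inside mitochondria; 100% equals median channel fluorescence of DMSO control wells; lower ratio means ABCB6 inhibition with less porphyrin fluorescence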
Target sequence (Q9NP58 whole entry, looked up): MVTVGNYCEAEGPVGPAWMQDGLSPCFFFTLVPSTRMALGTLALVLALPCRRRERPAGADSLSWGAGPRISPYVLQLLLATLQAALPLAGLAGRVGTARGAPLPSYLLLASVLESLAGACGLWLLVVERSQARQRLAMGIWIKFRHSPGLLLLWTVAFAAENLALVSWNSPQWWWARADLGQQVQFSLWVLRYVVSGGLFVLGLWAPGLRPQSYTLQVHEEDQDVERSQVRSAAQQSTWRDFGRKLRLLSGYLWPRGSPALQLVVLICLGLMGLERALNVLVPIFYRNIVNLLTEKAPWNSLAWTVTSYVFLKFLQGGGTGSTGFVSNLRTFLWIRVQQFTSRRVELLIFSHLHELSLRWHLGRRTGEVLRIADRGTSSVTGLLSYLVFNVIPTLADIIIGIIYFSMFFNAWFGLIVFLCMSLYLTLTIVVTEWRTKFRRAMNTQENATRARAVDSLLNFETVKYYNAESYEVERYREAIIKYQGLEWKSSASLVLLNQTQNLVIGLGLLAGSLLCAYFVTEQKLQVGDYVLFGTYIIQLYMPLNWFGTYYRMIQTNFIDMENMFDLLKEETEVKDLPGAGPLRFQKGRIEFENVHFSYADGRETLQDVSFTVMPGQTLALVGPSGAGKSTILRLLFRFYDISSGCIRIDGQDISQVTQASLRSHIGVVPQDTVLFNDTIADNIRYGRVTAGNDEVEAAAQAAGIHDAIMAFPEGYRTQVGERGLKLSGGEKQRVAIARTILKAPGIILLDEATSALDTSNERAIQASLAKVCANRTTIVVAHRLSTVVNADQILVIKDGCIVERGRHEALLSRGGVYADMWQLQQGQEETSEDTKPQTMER
ABHD5 PLIN5 PPI = blocks binding of human ABHD5 to perilipin-5 | Q00G26+Q8WTS1 | Split G. princeps luciferase complementation, luminescence, 4 h | inhibition, % at 4 µM | hit rate 0.78% among 360,000 | AID 602281;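 active means inhibition above the mean inhibition across every tested compound plus 3 SD, cut at about 22% in these data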;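 further: 0% = DMSO only wells and the 100% control is not disclosed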
PDI inh = inhibitors of human protein disulfide isomerase | P07237 | PDI insulin aggregation turbidity, A650, 90 min | inhibition, % at 10 µM | hit rate 0.052% among 350,000;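 active means mean inhibition across replicates of 30% or more, whatever share of single replicates reach that level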;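 further: absorbance from insulin aggregation driven by PDI reduction with DTT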
Exocytosis inh = lytic granule exocytosis inhibition. AID 651702. hit rate 0.66% among 360,000. TALL-104 LAMP-1 surface exposure, flow cytometry; cells stimulated with thapsigargin and PMA. inhibition, % at 10 µM;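 active means inhibition above about 55%, limit read from the data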
HTR2A ag = mouse HTR2A agonism via beta-arrestin recruitment; P35363; CHO-K1 mHTR2A beta-arrestin complementation, luminescence; percent of 30 µM serotonin response; activation, % at 7.6 µM; hit rate 0.66% among 360,000;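 active means activation above a run cutoff, the mean activation of all tested compounds plus 3 SD, cut at about 14% in these data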;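 further: 0% = plate median of compound wells and 100% = 30 µM serotonin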
N-glyco inh = N-linked glycosylation inhibition | D54 ERlucT glycosylation luciferase reporter, 24 h; percent of 100 nM tunicamycin response | reporter increase, % at 12.5 µM | hit rate 0.23% among 360,000;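 active means mean luciferase reporter signal, scaled so untreated is 0 and the glycosylation-blocking control 100, at or above a set limit in every replicate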;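 further: luciferase carries N-glycosylation sites so blocking glycosylation raises the light; 0% = median of neutral control wells and 100% = median of 100 nM tunicamycin wells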
CaV13 ICDI inh = Primary screen for inhibitors of IQ motif and Ca2+-dependent inactivation inhibitor domain binding in CACNA1D, Förster resonance energy transfer in living cells, …; hit rate 0.098% among 340,000; inhibition, % at 12.3 µM; AID 743397; HEK cells, CFP/YFP FRET ICDI-IQ, plate reader, 10 min; percent FRET-ratio fall versus neutral wells;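 active means mean replicate inhibition of at least 30% and at least 1% of replicates passing that level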;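 further: 0% = median of the neutral control wells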
MC4R barr agon = activates human MC4R beta-arrestin recruitment; P32245; U2OS MC4R beta-arrestin complementation, luminescence; percent of melanotan II response, DMSO zero; activation, % at 8.9 µM; hit rate 0.98% among 360,000; AID 540308;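 active means activation above a per-plate cutoff, the mean activation of sample wells on that plate plus 3 SD, cut at about 8% in these data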
Cardio protect = myocardial damage modulation in H9c2 cells. protection from H2O2 cell death, % at 20 µM. hit rate 0.63% among 360,000. AID 588492. H9c2 cardiomyocytes, H2O2 injury protection, ATPLite, 2 h;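 active means compounds giving at least 50% protection of heart cells from peroxide-induced death in the single-dose screen, raw or plate-pattern-corrected value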;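 further: 0% = DMSO wells with peroxide and 100% = DMSO wells without peroxide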
MC4R antagonist = blocks human MC4R cAMP signaling; P32245; MC4R-expressing cells, MTII-stimulated cAMP, LANCE TR-FRET; inhibition, % at 6.5 µM; hit rate 0.48% among 360,000;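 active means inhibition above its plate's cutoff, the mean of tested wells on that plate plus 3 SD, cut at about 29% in these data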;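 further: 0% = Melanotan II alone and 100% = Melanotan II plus saturating MCL0020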
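System: U2OS cells stably expressing human melanocortin 4 receptor (MC4R). Reagent: Melanotan II challenge after compound preincubation. Doses: 6.5 µM. Times: 30-min compound, 1-h challenge, 1-h detection, room temperature. Measured by: TR-FRET with Eu-cAMP and labeled anti-cAMP, 671 nm. Replicates: singlicate.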
Active calls of the source: *; nt = no result given.

1. O=C(N/C=N/OCc1cccc(C(F)(F)F)c1)N1OC[C@@H]2COc3ccc4ccccc4c3[C@@H]21
2. CCC(C)(C)NC(=O)c1ccc(Br)o1
3. Cc1ccc(C(=O)/C=C/c2ccc(-c3ccccc3[N+](=O)[O-])o2)cc1
4. O=C(N/N=C/c1cccnc1)C12CC3CC(CC(C3)C1)C2
5. COc1ccc(C(C(=O)NC2CCCCC2)N(CC2CCCO2)C(=O)CNC(=O)c2ccco2)cc1 (centres undefined)
6. O=C(c1ccccc1)N1CCn2c1nc1ccccc12
7. COc1cc(NC(=O)C/C(C)=N/NC(=O)c2ccccn2)c(OC)cc1Cl
8. O=C(Nc1ccc(S(=O)(=O)Nc2cnc3ccccc3n2)cc1)c1cc(F)c(F)cc1Cl

Compound,1,2,3,4,5,6,7,8
ABCB6 inh 2,101,94,118,77,98,100,97,97
ABHD5 PLIN5 PPI,4,1,20,-5,-6,-3,18,2
PDI inh,-7,-16,-7,4,-16,-2,4,5
Exocytosis inh,0,-3,48,-2,3,-1,-4,-11
HTR2A ag,-5,4,-3,-1,5,0,8,3
N-glyco inh,-5,0,8,1,0,2,0,2
CaV13 ICDI inh,nt,1,-3,-5,nt,4,-3,-4
MC4R barr agon,0.2,-0.4,0.9,-3.3,-2.1,-0.2,-1.0,0.2
Cardio protect,-1,7,-14,-4,2,2,-1,4
MC4R antagonist,7,5,6,4,7,0,13,-5

9. COc1cc(C(=O)NCCCN2CCCC2=O)cc(OC)c1OC
10. Oc1ccc(Cl)cc1C1=NNC(c2ccc(Cl)cc2)C1 (centres undefined)
11. COc1ccccc1CNC(=O)COc1ccc(S(=O)(=O)N2CCCC2)cc1
12. COc1ccc(N2CCN(S(=O)(=O)c3ccc(C(=O)NC4CCCC4)cc3)CC2)cc1
13. CC(=O)N1CCN(C(=O)c2ccc3c(c2)S(=O)(=O)c2ccccc2C3=O)CC1
14. Cc1nonc1OCCNc1ccc([N+](=O)[O-])cc1
15. CC1CCCCN1S(=O)(=O)c1ccc(S(=O)(=O)N(Cc2ccccc2)Cc2ccco2)cc1 (centres undefined)
16. CCCN1C2CCCC1CC(NC(=O)c1cc(OC)c(OC)c(OC)c1)C2 (centres undefined)

Compound,9,10,11,12,13,14,15,16
ABCB6 inh 2,103,101,99,92,89,97,100,93
ABHD5 PLIN5 PPI,-3,-1,-6,-1,-5,2,0,3
PDI inh,1,15,-7,4,4,-8,-4,-7
Exocytosis inh,-2,0,-23,-4,-2,1,6,4
HTR2A ag,3,-2,-1,1,3,-2,-4,3
N-glyco inh,3,-2,-1,-1,0,0,-6,-3
CaV13 ICDI inh,-7,-17,-6,-8,-3,-7,nt,-8
MC4R barr agon,-2.5,2.2,-0.7,2.0,-0.7,-2.6,-2.2,-1.5
Cardio protect,3,-3,-2,3,9,1,4,4
MC4R antagonist,18,3,4,-5,-9,6,10,0

Three structures from above, sorted by molar mass, low to high.
10. Oc1ccc(Cl)cc1C1=NNC(c2ccc(Cl)cc2)C1 (centres undefined)
9. COc1cc(C(=O)NCCCN2CCCC2=O)cc(OC)c1OC
12. COc1ccc(N2CCN(S(=O)(=O)c3ccc(C(=O)NC4CCCC4)cc3)CC2)cc1

Compound,10,9,12
ABCB6 inh 2,101,103,92
ABHD5 PLIN5 PPI,-1,-3,-1
PDI inh,15,1,4
Exocytosis inh,0,-2,-4
HTR2A ag,-2,3,1
N-glyco inh,-2,3,-1
CaV13 ICDI inh,-17,-7,-8
MC4R barr agon,2.2,-2.5,2.0
Cardio protect,-3,3,3
MC4R antagonist,3,18,-5

New compounds follow:
17. O=c1c2ccccc2nc(/C=C/c2ccc(Cl)cc2)n1CCO
18. O=C(Nc1ccccc1N1CCOCC1)c1cccc2ccccc12
19. COc1ccc(OC(=O)c2cnc3n(c2=O)CCS3)cc1
20. O=C(Nc1cccc(Cl)c1)NC1(C(=O)NCc2cccs2)CCCCC1
21. COc1ccc(Cn2c(O)c(/C=C3/C=CC=N3)c(=O)[nH]c2=O)cc1
22. O=C(COc1ccc(S(=O)(=O)N2CCOCC2)cc1)NCc1ccccn1
23. COc1cccc(C(NC(C)=O)c2nc(-c3ccccc3C)cs2)c1 (centres undefined)
24. O=C(Nc1ccccc1C(=O)NCc1cccnc1)c1cccc([N+](=O)[O-])c1

Compound,17,18,19,20,21,22,23,24
ABCB6 inh 2,103,97,97,97,102,100,92,93
ABHD5 PLIN5 PPI,-6,1,41*,-2,-6,4,7,3
PDI inh,-4,3,4,-8,2,3,-2,7
Exocytosis inh,-1,-4,1,-1,-1,1,6,-1
HTR2A ag,-4,-4,-2,4,6,3,-3,-3
N-glyco inh,1,-2,-1,6,3,0,45*,2
CaV13 ICDI inh,-19,-5,-5,-9,-13,-3,-5,-4
MC4R barr agon,0.0,-0.7,0.7,3.6,1.3,-0.3,-2.5,-0.5
Cardio protect,22,-3,0,1,5,2,-4,-2
MC4R antagonist,14,-1,12,6,-15,-1,2,5

Entries of single compounds as entered above. Values in the order: ABCB6 inh 2 | ABHD5 PLIN5 PPI | PDI inh | Exocytosis inh | HTR2A ag | N-glyco inh | CaV13 ICDI inh | MC4R barr agon | Cardio protect | MC4R antagonist
O=C(Nc1ccccc1N1CCOCC1)c1cccc2ccccc12 is listed with 97 | 1 | 3 | -4 | -4 | -2 | -5 | -0.7 | -3 | -1
COc1cccc(C(NC(C)=O)c2nc(-c3ccccc3C)cs2)c1 (centres undefined) is listed with 92 | 7 | -2 | 6 | -3 | 45* | -5 | -2.5 | -4 | 2
O=C(Nc1cccc(Cl)c1)NC1(C(=O)NCc2cccs2)CCCCC1 is listed with 97 | -2 | -8 | -1 | 4 | 6 | -9 | 3.6 | 1 | 6
O=C(COc1ccc(S(=O)(=O)N2CCOCC2)cc1)NCc1ccccn1 is listed with 100 | 4 | 3 | 1 | 3 | 0 | -3 | -0.3 | 2 | -1

Further entries follow.
25. COc1ccc2cc(S(=O)(=O)N3CCCC(C)C3)ccc2c1 (centres undefined)
26. Cc1c(NS(=O)(=O)c2cc(C(=O)NCc3cccc(Cl)c3)ccc2Cl)c(=O)n(-c2ccccc2)n1C
27. C=CCN(c1ccc(C(=O)Nc2ccc3c(c2)OCO3)cc1)S(C)(=O)=O
28. COc1cccc(CN(CC2CCCO2)S(=O)(=O)c2ccc(S(=O)(=O)NCC3CCCO3)cc2)c1OC (centres undefined)
29. CCOc1ccc(-c2nnc(-c3ccncc3)o2)cc1OCC
30. Cc1ccc(S(=O)(=O)N2CCN(C(=O)C3CCN(C(=O)c4ccc(F)cc4)CC3)CC2)c(C)c1
31. O=C(Nc1ccccc1C(=O)O)c1ccc(Br)o1
32. OCC[C@H]1C[C@@H](O)[C@H](O)[C@]2(OCc3ccccc32)O1

Compound,25,26,27,28,29,30,31,32
ABCB6 inh 2,99,98,90,101,96,94,100,99
ABHD5 PLIN5 PPI,-4,0,-1,-4,-1,-4,-4,2
PDI inh,13,-11,-8,4,7,-4,0,-1
Exocytosis inh,12,-2,0,-6,-5,-5,-5,-4
HTR2A ag,-1,-3,2,-1,2,8,3,2
N-glyco inh,-5,-1,0,-3,1,-1,0,4
CaV13 ICDI inh,-7,-16,-4,nt,-5,-6,-9,-6
MC4R barr agon,6.0,-1.6,-1.6,-1.2,-4.3,1.4,-1.3,-0.7
Cardio protect,-17,-1,12,-4,12,-6,-12,5
MC4R antagonist,1,5,10,1,-2,8,-2,-5

33. CS(=O)(=O)N1CCN(C(=O)c2cc(-c3cccnc3)nc3ccc(Cl)cc23)CC1
34. Cc1cccc(NC(=O)/C(=C\c2ccco2)NC(=O)c2cccs2)c1
35. Cc1ccc2nc(C3CCCN(C(=S)Nc4ccccc4C)C3)[nH]c2c1 (centres undefined)
36. Cc1ccc2c(C)c(C(=O)N3CCN(c4cnccn4)CC3)oc2c1C
37. COc1ccccc1CNc1ncccc1[N+](=O)[O-]
38. O=C(Cn1cccn1)N1CCCC(N2CCN(c3cccc(C(F)(F)F)c3)CC2)C1 (centres undefined)
39. COc1ccc(/C=C(/NC(=O)c2ccccc2)c2nc3ccc(Cl)cc3[nH]2)cc1OC
40. COC(C/C=C\[C@H](O)COCc1ccccc1)OC

Compound,33,34,35,36,37,38,39,40
ABCB6 inh 2,100,100,94,97,100,108,97,99
ABHD5 PLIN5 PPI,-4,12,-4,-1,-5,-1,1,3
PDI inh,-4,5,1,10,-1,6,6,-10
Exocytosis inh,-2,-4,0,1,-5,1,1,0
HTR2A ag,2,-1,4,3,-7,-2,2,-3
N-glyco inh,0,1,4,-2,1,1,7,0
CaV13 ICDI inh,-4,-5,nt,-11,-20,-6,-3,-5
MC4R barr agon,1.6,-1.8,-1.8,-3.5,-0.1,-2.9,1.8,-1.6
Cardio protect,11,13,-1,2,-3,0,-5,4
MC4R antagonist,4,17,5,5,4,4,-1,7

41. O=C(CCc1ccccc1)N/N=C\C1CC=CCC1 (centres undefined)
42. Cc1c(C)c(C)c(CN2CCCC2)c(C)c1C
43. Cc1ccccc1-n1c(C)n[nH]c1=S
44. C#Cc1ccc([C@H]2C=C(C(=O)NCc3ccccc3)O[C@@H](OCC)[C@@H]2CCCO)cc1
45. O=[N+]([O-])c1cc(/C=N\O)ccc1Oc1ccc(F)cc1
46. Cc1ccc(C)c(NC(=S)N2CCC(NC(=O)c3ccccc3)CC2)c1
47. CCOC(=O)CSc1nc2ccccc2c(=O)n1CC1CCCO1 (centres undefined)
48. CCOC(=O)c1c(NC(=O)Cn2nc(C(F)(F)F)cc2C)sc(C)c1C

Compound,41,42,43,44,45,46,47,48
ABCB6 inh 2,93,96,96,98,98,94,98,104
ABHD5 PLIN5 PPI,17,6,-1,11,-2,-14,-1,-4
PDI inh,6,2,6,-1,0,14,9,-6
Exocytosis inh,2,-4,-4,-1,-6,2,4,-3
HTR2A ag,7,-1,-3,-2,4,-2,1,3
N-glyco inh,1,-3,1,-4,-2,0,2,0
CaV13 ICDI inh,-6,-5,-8,-5,-9,-3,-4,-4
MC4R barr agon,-1.8,-2.3,-2.5,-3.0,-1.7,3.8,-0.2,15*
Cardio protect,-2,-2,2,0,-7,-1,0,-4
MC4R antagonist,3,15,5,3,-16,17,1,1

49. CC(=O)NN1C(=O)/C(=C2/Sc3ccc(Cl)cc3N2C)SC1=S
50. O=C(CNC(=O)c1cccc(Cl)c1)N/N=C/c1cccnc1
51. CCn1c(CNC(=O)c2ccco2)nnc1SCC(=O)c1ccc(F)cc1
52. COc1ccccc1Nc1nc2cc(C)ccc2cc1C#N
53. CC1CCN(C2CC(=O)N(c3ccccc3)C2=O)CC1 (centres undefined)
54. Cc1ccc(Nc2c(-c3ccccn3)nc3cccc(C)n23)cc1

Compound,49,50,51,52,53,54
ABCB6 inh 2,97,101,98,96,102,99
ABHD5 PLIN5 PPI,-1,6,1,2,6,3
PDI inh,-7,-5,-2,-2,2,4
Exocytosis inh,-4,-2,-5,7,0,0
HTR2A ag,1,-2,-1,2,1,-13
N-glyco inh,2,0,0,1,1,2
CaV13 ICDI inh,-4,-5,-3,-3,-4,-2
MC4R barr agon,0.1,1.6,-0.8,0.2,-1.1,0.1
Cardio protect,5,4,2,-7,4,-2
MC4R antagonist,1,6,6,-1,9,4
